Mdm2 MdmX PPI: inhibitors of human Mdm2-MdmX association, primary screen, cell-based, luminescence, split luciferase, SaOS-2, uHTS; 330,000 compounds, 3% hits; inhibition, % at 8 µM; Protein Mdm4 (Homo sapiens) + E3 ubiquitin-protein ligase Mdm2 (Homo sapiens), …; SaOS-2 split-luciferase Mdm2/MdmX complementation;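 active means inhibition of at least 50% at 8 µM in the primary screen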
APJ ag: agonists of human apelin receptor APJ, primary screen, CHO-K1 cells, PathHunter beta-arrestin, luminescence; 0% DMSO wells, 100% apelin; activation, % at 20 µM; 330,000 compounds, 0.11% hits; P35414;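 active means activation more than six SD over the plate average, tested at 20 µM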;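 further: 0% = DMSO alone and 100% = apelin-13 at 10 nM; some results filed as inactive read as strong as hits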
Target sequence (P35414 whole entry, looked up): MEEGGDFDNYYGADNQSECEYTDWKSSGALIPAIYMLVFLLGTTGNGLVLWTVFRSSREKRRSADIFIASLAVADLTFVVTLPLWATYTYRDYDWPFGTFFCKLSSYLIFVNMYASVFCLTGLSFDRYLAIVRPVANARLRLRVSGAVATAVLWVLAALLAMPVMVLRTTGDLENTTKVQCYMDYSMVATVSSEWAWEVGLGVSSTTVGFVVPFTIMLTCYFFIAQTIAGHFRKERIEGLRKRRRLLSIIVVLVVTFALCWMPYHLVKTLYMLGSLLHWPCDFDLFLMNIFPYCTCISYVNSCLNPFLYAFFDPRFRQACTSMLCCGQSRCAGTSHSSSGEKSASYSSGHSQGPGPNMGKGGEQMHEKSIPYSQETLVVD
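Material: engineered CHO-K1 APJ arrestin reporter cells; amount: 1000 CHO-K1 reporter cells seeded per well; incubation: compound stimulation 90 min at 25 °C, detection 60 min; signal: luminescent beta-gal fragment complementation, chemiluminescent substrate; read-out basis: APJ agonist activity; controls: DMSO-only wells as negative, 10 nM Apelin-13 as positive control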
CXCR6 inh: CXCR6 receptor inhibitors, primary screen, cell-based, beta-arrestin, luminescence, CHO-K1 PathHunter, 1536-well; inhibition, % at 20 µM; 360,000 compounds, 0.36% hits; C-X-C chemokine receptor type 6 (Homo sapiens), O00574; in the data active means inhibition above about 34%, passing the limit was not always enough;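 further: antagonist mode with CXCL16 agonist at 10 nM final; 0% = 10 nM CXCL16 with DMSO and 100% = unstimulated wells without agonist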
Target sequence (O00574 whole entry, looked up): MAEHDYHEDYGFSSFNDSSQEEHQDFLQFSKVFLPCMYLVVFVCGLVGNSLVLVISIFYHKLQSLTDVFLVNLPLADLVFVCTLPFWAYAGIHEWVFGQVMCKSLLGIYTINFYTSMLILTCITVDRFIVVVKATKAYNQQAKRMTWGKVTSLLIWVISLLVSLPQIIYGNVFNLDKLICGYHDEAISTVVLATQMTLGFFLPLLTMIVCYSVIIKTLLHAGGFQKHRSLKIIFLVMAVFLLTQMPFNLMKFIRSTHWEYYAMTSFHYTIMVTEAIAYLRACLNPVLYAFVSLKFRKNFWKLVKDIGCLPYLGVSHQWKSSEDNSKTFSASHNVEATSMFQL
XBP1 UPR activ: activators of adaptive XBP1 UPR arm, primary screen, cell-based, CHO-XBP1 luciferase reporter, luminescence, uHTS. IRE1-XBP1 UPR activation; percent of tunicamycin response, DMSO as zero. activation, % at 20 µM. 330,000 compounds, 0.33% hits. AID 463104, 2010;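 active means versus positive control, 20 µM dose yields 30% or more activation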;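 further: 100% = tunicamycin at 10 µg/mL and 0% = DMSO only wells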
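incubation = overnight seeding at 37 °C, 6 h compound treatment at 37 °C | assay system = CHO-XBP1 cells stably carrying IRE1-XBP1-driven luciferase reporter | input = 1000 cells per well | detection = luciferase luminescence | dosing = single point, 20 µM final compound, 1% DMSO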
tim10-1 inh: growth inhibitors of tim10-1 mutant yeast, primary screen, luminescence, uHTS; 330,000 compounds, 2.2% hits; S. cerevisiae tim10-1 ts strain growth, BacTiter-Glo, 24 h; inhibition, % at 20 µM;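 active means inhibition of at least 40%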;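 further: mutant grown at 25 °C; 0% = DMSO wells with yeast and 100% = wells holding no yeast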
UPR CHOP act: activators of apoptotic CHOP UPR arm, primary screen, cell-based, CHO-CHOP luciferase reporter, luminescence, uHTS; 330,000 compounds, 0.34% hits; activation, % at 10 µM; UPR activation; percent of tunicamycin response over DMSO baseline; AID 449763, 2010;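 active means at 10 µM dose, activation of 40% or more, normalized to positive control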;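 further: 100% = tunicamycin at 10 µg/mL and 0% = DMSO alone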
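Dosing – one dose, 10 µM in 0.5% DMSO · System – CHO-CHOP cells, stable luciferase reporter of PERK-eIF2a-CHOP signalling · Input – 500 cells/well · Control set – tunicamycin 10 µg/mL final as positive, DMSO-only wells as negative · Timing – 6 h compound treatment, 37 °C · Measure – % activation vs tunicamycin · Technique – luminescence read with Steady-Glo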
APJ antagonist: antagonists of human apelin receptor APJ, primary screen, CHO-K1 cells, beta-arrestin complementation, luminescence; P35414; inhibition, % at 20 µM; 330,000 compounds, 0.32% hits;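 active means inhibition above about 40% at 20 µM, limit read from the data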;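 further: cells challenged with 10 nM apelin-13 agonist together with compound; plate controls were apelin-13 plus DMSO wells for no effect and DMSO wells lacking apelin-13 for full effect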
TIM10 inh: growth inhibitors of isogenic TIM10 control yeast, primary screen, counter-screen for tim10-1 yeast inhibitor project, luminescence, uHTS | S. cerevisiae TIM10 strain growth, BacTiter-Glo luminescence, 24 h | inhibition, % at 10 µM | 330,000 compounds, 1.4% hits | AID 463195, 2010;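 active means inhibition of 40% or more at the single tested concentration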;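 further: wild-type TIM10 isogenic control strain grown at permissive 25 °C; 0% = DMSO yeast wells and 100% = minimal medium wells without yeast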
tim23-1 inh: growth inhibitors of tim23-1 mutant yeast, primary screen, luminescence, uHTS; S. cerevisiae tim23-1 growth, BacTiter-Glo luminescence, 24 h; inhibition, % at 20 µM; 330,000 compounds, 1.3% hits; AID 463212, 2010;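 active means growth inhibition of the mutant yeast at or above 50%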;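 further: temperature-sensitive mutant grown at 25 °C; plate controls were DMSO-treated mutant yeast for no effect and medium wells lacking yeast for full effect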
* hit, by the source's call. Some of the compounds tested, so the mix of outcomes need not match the whole.

`CCn1c(O)c(/C=N/NC(=O)c2ccncc2)c(=O)[nH]c1=S` gave Mdm2 MdmX PPI -24, APJ ag -2, CXCR6 inh -11, XBP1 UPR activ -1, tim10-1 inh 6, UPR CHOP act 5.8, APJ antagonist -2, TIM10 inh -4 and tim23-1 inh 3.
COCCCN=Cc1c(O)[nH]c(=S)[nH]c1=O was read as Mdm2 MdmX PPI -23, APJ ag -1, CXCR6 inh -2, XBP1 UPR activ -3, tim10-1 inh -15, UPR CHOP act -0.9, APJ antagonist 18, TIM10 inh -4 and tim23-1 inh 1.
Screening N#CC1=C(N)Oc2c(c(=O)oc3ccccc23)C1c1ccccc1OC(=O)c1cccs1 (stereo not drawn) returned Mdm2 MdmX PPI 62*, APJ ag -2, CXCR6 inh 2, XBP1 UPR activ -5, tim10-1 inh 46*, UPR CHOP act -1.8, APJ antagonist -20, TIM10 inh -6 and tim23-1 inh 29.
`CCN(CC)CCNCC(=O)Nc1ccc(Cl)cc1C(=O)c1ccccc1` gave Mdm2 MdmX PPI -8, APJ ag -5, CXCR6 inh -5, XBP1 UPR activ 0, tim10-1 inh -2, UPR CHOP act 2.9, APJ antagonist 19, TIM10 inh 10 and tim23-1 inh -10.
Screening O=C1N(c2cccc(Cl)c2)C(c2cccnc2)N2CCCN12 (stereo not drawn) returned Mdm2 MdmX PPI 24, APJ ag -2, CXCR6 inh 5, XBP1 UPR activ 4, tim10-1 inh 9, UPR CHOP act -0.3, APJ antagonist -10, TIM10 inh 14 and tim23-1 inh 13.
`O=C(c1ccccc1)c1cn(CC(=O)N2CCCc3ccccc32)c2ccccc12` gave Mdm2 MdmX PPI -10, APJ ag -2, CXCR6 inh 3, XBP1 UPR activ -4, tim10-1 inh 27, UPR CHOP act -1.5, APJ antagonist 10, TIM10 inh 26 and tim23-1 inh 27.
For CCN1C[C@]2(CO)CC[C@H](OC)[C@@]34C5C[C@H]6[C@H](OC)C5[C@](O)(C[C@H]6OC)[C@@H](C(OC)C23)[C@@H]14 (stereo partly drawn) the results were Mdm2 MdmX PPI 24, APJ ag -3, CXCR6 inh -4, XBP1 UPR activ -2, tim10-1 inh 0, UPR CHOP act 0.5, APJ antagonist -14, TIM10 inh 4 and tim23-1 inh 15.
For OC(CNC1CCCCC1)c1ccccc1 (stereo not drawn) the results were Mdm2 MdmX PPI 16, APJ ag -4, CXCR6 inh 4, XBP1 UPR activ -5, tim10-1 inh -4, UPR CHOP act -3.2, APJ antagonist 2, TIM10 inh -20 and tim23-1 inh 0.
Screening CSc1ncc(CN2CCCC(C(=O)c3sccc3C)C2)cn1 (stereo not drawn) returned Mdm2 MdmX PPI -5, APJ ag -4, CXCR6 inh 1, XBP1 UPR activ -3, tim10-1 inh 14, UPR CHOP act 0.0, APJ antagonist -13, TIM10 inh 5 and tim23-1 inh 11.
For CC1CCCN(C(=O)c2ccc(N3CC4CC(C3)c3cccc(=O)n3C4)c([N+](=O)[O-])c2)C1 (stereo not drawn) the results were Mdm2 MdmX PPI -13, APJ ag 2, CXCR6 inh 4, XBP1 UPR activ 0, tim10-1 inh 5, UPR CHOP act 3.5, APJ antagonist 4, TIM10 inh 4 and tim23-1 inh 4.
`CC(=O)O[C@H]1CC[C@@]2(C)[C@H](C1)C(=O)C[C@H]1[C@@H]3CC[C@@H]4[C@@H](CN5C[C@@H](C)CC[C@H]5[C@@]4(C)O)[C@@H]3C[C@@H]12` gave Mdm2 MdmX PPI -3, APJ ag -2, CXCR6 inh -3, XBP1 UPR activ -1, tim10-1 inh 7, UPR CHOP act 1.9, APJ antagonist 21, TIM10 inh 12 and tim23-1 inh 0.
O=C(O)C1(c2ccc(Cl)cc2)CCC1 was read as Mdm2 MdmX PPI 3, APJ ag -1, CXCR6 inh 8, XBP1 UPR activ -3, tim10-1 inh -9, UPR CHOP act 1.2, APJ antagonist 10, TIM10 inh -6 and tim23-1 inh 2.
`Nc1ccc(Br)cc1C(=O)c1ccccc1` gave Mdm2 MdmX PPI -13, APJ ag -2, CXCR6 inh -2, XBP1 UPR activ 5, tim10-1 inh 27, UPR CHOP act -0.8, APJ antagonist -5, TIM10 inh 5 and tim23-1 inh 8.
COc1ccc(N2CCN(C(CNC(=O)Oc3ccccc3)c3cccnc3)CC2)cc1 (stereo not drawn) was read as Mdm2 MdmX PPI 11, APJ ag -4, CXCR6 inh -6, XBP1 UPR activ -4, tim10-1 inh -10, UPR CHOP act -1.9, APJ antagonist -13, TIM10 inh -7 and tim23-1 inh -2.
CN(C)c1ccc(C2C3C=CC(C3)C2(C#N)C(=O)O)c(Br)c1 (stereo not drawn) was read as Mdm2 MdmX PPI 17, APJ ag 1, CXCR6 inh -10, XBP1 UPR activ -5, tim10-1 inh -7, UPR CHOP act 0.3, APJ antagonist 13, TIM10 inh 11 and tim23-1 inh 2.
Screening C#CCOC(=O)C1=CCCN(C)C1 returned Mdm2 MdmX PPI 0, APJ ag 1, CXCR6 inh 0, XBP1 UPR activ -5, tim10-1 inh 11, UPR CHOP act 1.8, APJ antagonist 8, TIM10 inh 13 and tim23-1 inh 11.
CCOC(=O)CC1=C(C(=O)OCC)C2(C(=O)Nc3ccccc32)C(C#N)=C(N)O1 (stereo not drawn) was read as Mdm2 MdmX PPI 24, APJ ag 2, CXCR6 inh 0, XBP1 UPR activ -2, tim10-1 inh 10, UPR CHOP act 0.2, APJ antagonist -18, TIM10 inh 8 and tim23-1 inh -4.
For COC(=O)C1=C(c2cccc(OCc3ccccc3)c2)C[C@@H]2CC[C@H]1N2C(=O)NCCOc1ccccc1 the results were Mdm2 MdmX PPI 29, APJ ag -2, CXCR6 inh 9, XBP1 UPR activ 0, tim10-1 inh 10, UPR CHOP act 0.8, APJ antagonist 8, TIM10 inh 17 and tim23-1 inh 25.
For CC(=O)O[C@H]1C(=O)[C@@]2(C)C([C@H](OC(=O)c3ccccc3)[C@]3(O)C[C@H](OC(=O)[C@H](O)[C@@H](NC(=O)Cc4ccccc4)c4ccccc4)C(C)=C1C3(C)C)[C@]1(OC(C)=O)CO[C@@H]1C[C@@H]2O (stereo partly drawn) the results were Mdm2 MdmX PPI 66*, APJ ag -7, CXCR6 inh -5, XBP1 UPR activ 1, tim10-1 inh 13, UPR CHOP act 2.2, APJ antagonist 9, TIM10 inh 4 and tim23-1 inh 19.
`Cc1c(Br)c(=O)oc2cc(OCC(=O)N3C[C@H]4C[C@@H](C3)c3cccc(=O)n3C4)ccc12` gave Mdm2 MdmX PPI 17, APJ ag -5, CXCR6 inh -4, XBP1 UPR activ -1, tim10-1 inh -1, UPR CHOP act -2.0, APJ antagonist 3, TIM10 inh -5 and tim23-1 inh 11.
Screening COc1ccc(NP(=O)(Nc2ccc(OC)cc2)Oc2ccccc2)cc1 returned Mdm2 MdmX PPI 6, APJ ag -2, CXCR6 inh -3, XBP1 UPR activ -1, tim10-1 inh 27, UPR CHOP act 4.0, APJ antagonist -1, TIM10 inh 6 and tim23-1 inh 15.
For CCOP(=O)(OCC)c1cc(C)c(O)c(C(C)(C)C)c1 the results were Mdm2 MdmX PPI 24, APJ ag -4, CXCR6 inh -1, XBP1 UPR activ -1, tim10-1 inh 13, UPR CHOP act 2.7, APJ antagonist 3, TIM10 inh 3 and tim23-1 inh -1.
For Cc1ccc2c(c1)c(=O)c1c3n2CCN(CC2CO2)C3CC1 (stereo not drawn) the results were Mdm2 MdmX PPI -4, APJ ag 4, CXCR6 inh -3, XBP1 UPR activ -2, tim10-1 inh -8, UPR CHOP act 1.7, APJ antagonist 4, TIM10 inh -5 and tim23-1 inh 7.
`CCC1(c2ccccc2)C(=O)N(COC)C(=O)N(COC)C1=O` gave Mdm2 MdmX PPI 1, APJ ag -2, CXCR6 inh -3, XBP1 UPR activ 0, tim10-1 inh 2, UPR CHOP act -0.5, APJ antagonist 1, TIM10 inh 0 and tim23-1 inh -9.
Screening CCc1cc2c(s1)N(CC(=O)OC)C(=O)CN=C2c1ccccc1OC returned Mdm2 MdmX PPI 1, APJ ag 0, CXCR6 inh 2, XBP1 UPR activ -5, tim10-1 inh 12, UPR CHOP act -0.3, APJ antagonist 16, TIM10 inh 5 and tim23-1 inh 17.
Screening O=C(c1ccc(-c2ccccc2)c(F)c1)C1CCCN(CCO)C1 (stereo not drawn) returned Mdm2 MdmX PPI 18, APJ ag -3, CXCR6 inh -7, XBP1 UPR activ 3, tim10-1 inh 16, UPR CHOP act 3.0, APJ antagonist -3, TIM10 inh 10 and tim23-1 inh -4.
`CC(C)Oc1ccc(Cc2c(O)[nH]c(=O)[nH]c2=O)cc1` gave Mdm2 MdmX PPI -14, APJ ag 4, XBP1 UPR activ 0, tim10-1 inh -7, UPR CHOP act -0.8, APJ antagonist -3, TIM10 inh 3 and tim23-1 inh 10.
For CCOC(=O)c1ccc(NC(=O)c2c(O)[nH]c(=O)[nH]c2=O)cc1 the results were Mdm2 MdmX PPI -4, APJ ag -3, CXCR6 inh 9, XBP1 UPR activ 2, tim10-1 inh 3, UPR CHOP act -1.6, APJ antagonist -13, TIM10 inh 5 and tim23-1 inh 17.
COc1ccc2[nH]c(C)c(CCNCc3cc(OC)c4c(c3)OCO4)c2c1 was read as Mdm2 MdmX PPI 39, APJ ag -4, CXCR6 inh 1, XBP1 UPR activ -4, tim10-1 inh 6, UPR CHOP act -1.1, APJ antagonist 2, TIM10 inh -2 and tim23-1 inh 5.
For c1ccc2c(c1)Nc1ccccc1S2 the results were Mdm2 MdmX PPI 1, APJ ag 34, CXCR6 inh -14, XBP1 UPR activ -2, tim10-1 inh -1, UPR CHOP act -1.9, APJ antagonist -10, TIM10 inh 1 and tim23-1 inh 31.
`COc1ccc(C(=O)C2CCCN(Cc3ccon3)C2)cc1OC` (stereo not drawn) gave Mdm2 MdmX PPI 14, APJ ag 3, CXCR6 inh -3, XBP1 UPR activ 2, tim10-1 inh 6, UPR CHOP act -0.7, APJ antagonist -13, TIM10 inh -8 and tim23-1 inh 9.
For Cc1cc(C=O)c(C)n1C1CCCCC1 the results were Mdm2 MdmX PPI 32, APJ ag -3, CXCR6 inh 0, XBP1 UPR activ -2, tim10-1 inh 0, UPR CHOP act 4.7, APJ antagonist -6, TIM10 inh 5 and tim23-1 inh 7.
